PGC1a acetyl inh: PGC1a acetylation modulation, inhibitor mode; inhibition, % at 15.6 µM; 350,000 tested, 0.17% active; U2OS PGC1a acetylation, AlphaScreen anti-acetyl-lysine; with virally co-expressed GCN5 acetyltransferase;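 active = every replicate shows inhibition of at least 40%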;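 also: 0% = neutral control wells and 100% = positive control wells; some results beyond the cut were filed as inactive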
LGR2 antag: blocks bursicon-induced cAMP signaling via Drosophila LGR2; 380,000 tested, 0.35% active; AID 720647; HEK293 LGR2, CRE-luciferase, bursicon-stimulated, 4 h; inhibition, % at 9.99 µM;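 active = drop in luminescence signal, shown as inhibition above about 50% in the replicate tests, limit read from the data, passing the limit was not always enough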;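 also: agonist challenge used bursicon conditioned medium at about half maximal strength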
Cneo AK release: causes C. neoformans cell lysis; adenylate kinase release luminescence, 4 h; normalised: neutral wells 0, clomiphene wells 100; lysis activity, % at 15 µM; 360,000 tested, 0.2% active;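 active = mean lysis activity across replicates of at least 80%, whatever share of replicates individually reach that level; inactive = mean lysis activity below 80%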
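Test system: log-phase Cryptococcus neoformans yeast cells. Input: 5 × 10^6 yeast cells/mL. Medium: fresh YPD growth medium. Doses: single dose. Incubation: static 4 h at 37 °C with compound, 1 h detection. Measured by: luminescent adenylate kinase detection reagent. Read-out: signal increase indicating cell lysis. Benchmarks: Clomiphene.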
EWS-Fli block: EWS/Fli transcriptional activity inhibition | A673 NR0B1-luciferase reporter, viability-normalised | inhibition, % at 12.6 µM | 350,000 tested, 0.67% active | AID 651661;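 active = mean inhibition of at least 50% after viability correction, with every replicate also passing that limit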;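 also: firefly luciferase signal divided by Alamar Blue viability fluorescence both relative to DMSO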
PAX8 inh HTS: inhibitors of PAX8 transcriptional activity in RMG-I cells; RMG-I TPO-luciferase reporter, SteadyGlo, 24 h; inhibition, % at 12.6 µM; 360,000 tested, 1.2% active; AID 652154;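 active = mean replicate inhibition at least 60% with every replicate also reaching 60%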;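 also: luciferase light reporting Pax8 driven TPO promoter activity; plate controls were median of neutral control wells for no effect and mitoxantrone controls for full effect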
CASP6 VEID inh: caspase-6 (human) enzyme inhibition; P55212; inhibition, % at 12.5 µM; 350,000 tested, 0.53% active; purified caspase-6, Z-VEID-R110 cleavage fluorescence;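 active = mean inhibition across replicates at least about 35%, with every replicate also reaching that limit, limit read from the data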;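 also: 0% = median of neutral control wells and 100% = no fluorescence left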
Target sequence (P55212 24-179 limits assumed): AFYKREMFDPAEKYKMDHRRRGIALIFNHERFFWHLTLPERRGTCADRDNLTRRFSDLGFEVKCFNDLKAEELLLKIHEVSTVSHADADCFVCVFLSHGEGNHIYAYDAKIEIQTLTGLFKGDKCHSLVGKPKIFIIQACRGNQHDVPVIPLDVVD
Target sequence (P55212 194-293 limits assumed): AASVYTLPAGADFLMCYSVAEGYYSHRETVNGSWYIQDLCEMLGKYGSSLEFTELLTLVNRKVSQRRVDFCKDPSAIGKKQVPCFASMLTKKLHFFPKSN
FN deposition inh: fibronectin deposition inhibition; AH1F fibroblasts, Alexa488-fibronectin deposition fluorescence, overnight; inhibition, % at 12.6 µM; 350,000 tested, 0.086% active;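 active = mean inhibition across replicates of 30% or more, regardless of how many single replicates reach that level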;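 also: positive control wells lacked labelled fibronectin entirely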
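material = AH1F fibroblast monolayer depositing Alexa488-labelled fibronectin into matrix | amount = 10000 AH1F cells/well | buffer or medium = DMEM plus 2% serum, read in PBS | incubation = 1 h cell adhesion before compound, then overnight fibronectin incubation | detection = fluorescence at 485 nm excitation, 525 nm emission | evaluation = percent inhibition as loss of matrix-bound fibronectin fluorescence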
miR-122 sensor: inhibitors of miR-122 in Huh7 cells; activation (reporter increase), % at 12.5 µM; 340,000 tested, 0.3% active; Huh7 miR-122 Renilla luciferase sensor, 48 h; neutral wells = 0, positive control = 100; AID 602342;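 active = mean replicate activation score at least 90 and every replicate individually at or above 90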;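 also: higher luciferase means less miR-122 activity so hits act as miR-122 inhibitors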
Active calls of the source: *; . = no result given; [ ] = remark or other dose.

SMILES	PGC1a acetyl inh	LGR2 antag	Cneo AK release	EWS-Fli block	PAX8 inh HTS	CASP6 VEID inh	FN deposition inh	miR-122 sensor
COc1cccc(CN2CCN(C(=O)c3cc(-c4ccccn4)nc4ccc(Cl)cc34)CC2)c1	-3	14	.	18	35	2	.	.
O=C(Nc1ccc(Oc2ccccc2)cc1)C1CCN(c2ncccn2)CC1	-20	-3	.	.	-81	1	6	-12
Cc1ccc(-c2ccc([C@@H]3[C@@H](CO)N4CCCCN(C(=O)c5ccc(F)cc5)C[C@@H]34)cc2)cc1	-5	12	-3	12	17	-3	.	-3[16.7 µM]
N#C/C(C(=S)Nc1ccccc1)=C1/NN=C(N2CCOCC2)N1c1ccccc1	-2	-9	3	0	2	0	-4	0
CC1(c2ccccc2)NC(=O)N(CC(=O)NCc2ccc3c(c2)OCO3)C1=O (configuration not stated)	-20	21	-1	1	13	-4	-2	-5
CCCCc1oc2ccccc2c1C(=O)c1cc(I)c(OCCN(CC)CC)c(I)c1	.	7	6	5	7	.	-3	3
COc1ccc(CCn2nnnc2C(C(C)C)N2CCN(c3ncccn3)CC2)cc1OC (configuration not stated)	10	.	-3	.	.	.	-2	1
O=C(C[C@@H]1C=C[C@H](NC(=O)C2CCOCC2)[C@@H](CO)O1)NCCc1cscn1	-1	-2	0	.	.	-1	-1	.
O=C(CN1CCN(S(=O)(=O)c2ccc(Cl)cc2)CC1)Nc1ccc2c(c1)OCCO2	-5	-15	-3	.	.	.	.	0
O=C(COc1cccc2ccccc12)N1CCN(c2ccccn2)CC1	-14	-11	-6	-2	.	1	.	-5
C[C@H]1CN([C@@H](C)CO)C(=O)c2cc(NS(=O)(=O)c3cccs3)ccc2O[C@H]1CN(C)S(=O)(=O)c1cccs1	4	8	.	0	-3	.	.	6[16.7 µM]
COCCCNC(=S)N1CCN(S(=O)(=O)c2ccc(OC)cc2)CC1	3	0	.	12	5	1	-7	3
COc1ccc(C(=O)OCC(=O)Nc2nnc(-c3ccccc3)o2)cc1	7	-6	-3	.	-32	6	1	-2
CCC(=O)N1CC(=O)N2[C@H](C1)[C@H](c1ccc(C#CC3CCCC3)cc1)[C@@H]2CO	-2	15	.	-3	0	3	13	.
CCNC(=O)C[C@@H]1CC[C@H]2[C@H](COc3ccc(NC(=O)c4cc(C)on4)cc3C(=O)N2C)O1	3	6	-1	-4	-5	-2	-31	-2[16.7 µM]
COc1ccc(NC(=O)c2ccco2)cc1NC(=O)c1ccccc1F	.	-5	-1	-6	1	0	-9	4
CCCCn1c(N)c(N(C)C(=O)C2CC(=O)N(Cc3ccco3)C2)c(=O)[nH]c1=O (configuration not stated)	-4	4	5	11	-26	5	14	-5
CCC1(c2ccc(OC)cc2)NC(=O)N(CC(=O)NC2CCCCC2C)C1=O (configuration not stated)	.	1	1	5	16	2	10	.
Cc1cc(C)c2c(N)c3ccccc3nc2n1	15	.	1	.	0	.	1	10
Cc1cc(-c2ccccc2)nc(N/N=C/c2ccc(O)cc2)n1	1	-67	-3	-9	-107	0	1	-9
COc1ccc(S(=O)(=O)N(C)C[C@@H]2OCCCC[C@H](C)Oc3ccc(NS(=O)(=O)c4ccc(Cl)cc4)cc3C(=O)N([C@H](C)CO)C[C@@H]2C)cc1	-6	39	.	17	79*	3	-1	.
CC(C)(C)c1ccc(C(=O)C2CC2)cc1	10	-9	0	-10	-1	-5	-3	-3
O=c1cc(CO)oc(CN2CCN(c3ccccc3F)CC2)c1O	-1	-7	0	.	.	.	.	-2
COc1ccc(C)cc1Nc1nnc(C)c(=O)[nH]1	-7	.	.	0	8	1	6	.
CO[C@@H]1CN(C)C(=O)c2cc(NC(=O)C3CC3)ccc2OC[C@H](C)N(Cc2ccncc2)C[C@H]1C	.	15	-3	12	-2	1	5	-2[16.7 µM]

Only EWS-Fli block and Cneo AK release (7 entries from above):
SMILES	EWS-Fli block	Cneo AK release
COc1ccc(NC(=O)c2ccco2)cc1NC(=O)c1ccccc1F	-6	-1
CCCCc1oc2ccccc2c1C(=O)c1cc(I)c(OCCN(CC)CC)c(I)c1	5	6
C[C@H]1CN([C@@H](C)CO)C(=O)c2cc(NS(=O)(=O)c3cccs3)ccc2O[C@H]1CN(C)S(=O)(=O)c1cccs1	0	.
CC1(c2ccccc2)NC(=O)N(CC(=O)NCc2ccc3c(c2)OCO3)C1=O (configuration not stated)	1	-1
O=c1cc(CO)oc(CN2CCN(c3ccccc3F)CC2)c1O	.	0
CCNC(=O)C[C@@H]1CC[C@H]2[C@H](COc3ccc(NC(=O)c4cc(C)on4)cc3C(=O)N2C)O1	-4	-1
COc1ccc(CCn2nnnc2C(C(C)C)N2CCN(c3ncccn3)CC2)cc1OC (configuration not stated)	.	-3

The listing picks up; the 7 compounds before the break are reprinted first.
SMILES	PGC1a acetyl inh	LGR2 antag	Cneo AK release	EWS-Fli block	PAX8 inh HTS	CASP6 VEID inh	FN deposition inh	miR-122 sensor
Cc1cc(C)c2c(N)c3ccccc3nc2n1	15	.	1	.	0	.	1	10
Cc1cc(-c2ccccc2)nc(N/N=C/c2ccc(O)cc2)n1	1	-67	-3	-9	-107	0	1	-9
COc1ccc(S(=O)(=O)N(C)C[C@@H]2OCCCC[C@H](C)Oc3ccc(NS(=O)(=O)c4ccc(Cl)cc4)cc3C(=O)N([C@H](C)CO)C[C@@H]2C)cc1	-6	39	.	17	79*	3	-1	.
CC(C)(C)c1ccc(C(=O)C2CC2)cc1	10	-9	0	-10	-1	-5	-3	-3
O=c1cc(CO)oc(CN2CCN(c3ccccc3F)CC2)c1O	-1	-7	0	.	.	.	.	-2
COc1ccc(C)cc1Nc1nnc(C)c(=O)[nH]1	-7	.	.	0	8	1	6	.
CO[C@@H]1CN(C)C(=O)c2cc(NC(=O)C3CC3)ccc2OC[C@H](C)N(Cc2ccncc2)C[C@H]1C	.	15	-3	12	-2	1	5	-2[16.7 µM]
COc1cc(OC)cc(C(=O)N2CCC(N3CCCCCC3)CC2)c1	2	.	-2	.	-18	.	15	-4
O=[N+]([O-])c1cccc(C2NCC(c3ccccc3Cl)c3c2[nH]c2ccccc32)c1 (configuration not stated)	-26	-8	.	6	23	-4	9	1
O=C(NCC1CCCO1)C12CN(Cc3ccccc3)CC1C(c1cccc([N+](=O)[O-])c1)=NO2 (configuration not stated)	1	16	-5	-12	-17	-3	0	-2
CCOc1ncccc1C(=O)Nc1cc(S(=O)(=O)N2CCOCC2)ccc1OCC(F)(F)F	11	2	0	11	-4	-1	-10	0
CO[C@@H]1CN(C)C(=O)c2ccc(NC(=O)CC(F)(F)F)cc2OC[C@H](C)N(S(=O)(=O)c2cn(C)cn2)C[C@H]1C	0	-3	.	-3	.	2	1	.
COc1cc(/C(C)=N\NC(N)=S)cc(OC)c1OC	4	.	-2	-8	11	0	7	-6
COCC1CCCCN1C(=O)c1cc(COc2ccc(C)c(C)c2)on1 (configuration not stated)	.	-87	.	-82	-109	1	.	.
CC1(C(=O)O)CCCN1C(=O)c1ccco1 (configuration not stated)	-5	1	0	0	-5	0	8	-2
COc1ccc(NC(=O)c2cc3c(Cl)nc4ccccc4c3s2)c(OC)c1	.	-4	.	-10	15	1	3	.
O=c1c([N+](=O)[O-])c(N2CCOCC2)c2ccccc2n1Cc1ccccc1	.	7	.	14	14	0	7	.
O=C(C[C@@H]1C=C[C@H](NC(=O)C2CCOCC2)[C@@H](CO)O1)NCc1ccncc1	7	0	-9	-4	5	4	-10	.
CCOC(=O)c1cnc2c(-c3ccccc3)cnn2c1C	.	-88	.	-40	-173	4	.	.
COc1ccc(C2=NOC(C(=O)NO)C2)cc1OC1CCCC1 (configuration not stated)	.	.	48	6	-42	-2	.	.
C[C@@H]1CN([C@@H](C)CO)C(=O)c2cc(NC(=O)Cc3ccccc3)ccc2O[C@H]1CN(C)S(=O)(=O)c1ccc(Cl)cc1	-7	-7	-2	0	27	-7	.	-6[16.7 µM]
C[C@@H]1CN([C@H](C)CO)C(=O)c2c(c3ccccc3n2C)-c2ccccc2CO[C@H]1CN(C)S(=O)(=O)c1ccc(C#N)cc1	-8	-6	1	10	.	-1	-1	.
C[C@@H]1CCCCO[C@@H](CN(C)CC2CC2)[C@H](C)CN([C@@H](C)CO)C(=O)c2cc(NS(=O)(=O)c3ccccc3)ccc2O1	8	-5	7	.	1	0	.	3[16.7 µM]
C[C@H]1CN([C@@H](C)CO)C(=O)Cc2cc(NC(=O)Cc3ccccc3)ccc2O[C@H]1CN(C)C(=O)Nc1ccc(C(F)(F)F)cc1	5	1	0	-8	.	-2	.	6[16.7 µM]
O=C(N1CCc2[nH]c3ccccc3c2C1)C(F)(F)F	1	-11	1	3	-3	1	5	-14
Cc1ccc2c(C)c(C(=O)NCc3ccc(S(N)(=O)=O)cc3)oc2c1	3	-47	.	10	-1	3	-3	.
NC(=O)COC(=O)c1ccccc1SCC(=O)NC1CCCCCC1	14	21	0	2	3	3	-2	-7
COc1cc(OC)cc(C(=O)NCc2nc(-c3ccccc3)no2)c1	-4	0	18	7	.	0	.	7
CCOC(=O)c1c(C)[nH]c(C)c1C(=O)COC(=O)C1CCCN1S(=O)(=O)c1ccccc1F (configuration not stated)	0	2	-1	.	.	1	.	-4
O=C(Nc1ccc(Br)cn1)c1cccc2c1-c1ccccc1C2=O	.	0	.	45	14	-3	17	.
Cc1ccc(CNC(=O)C2CCCN2C(=O)NCc2ccccc2)cc1 (configuration not stated)	6	.	-3	.	-8	.	-4	0
Cc1ccc(C(=O)N2CCCCC2)cc1S(=O)(=O)N1CCCC1	.	9	-1	7	.	-6	1	.
(continued)
SMILES	PGC1a acetyl inh	LGR2 antag	Cneo AK release	EWS-Fli block	PAX8 inh HTS	CASP6 VEID inh	FN deposition inh	miR-122 sensor
O=C(Nc1ccccc1C(=O)NCCCn1ccnc1)c1ccccc1	-24	.	1	6	.	0	.	7
Fc1ccccc1CSc1nnc(-c2cnccn2)n1Cc1ccco1	1	-39	3	-17	52	0	5	6
CC(C)(C)OC(=O)C1=C(CO)CS[C@@H]2[C@H](NC(=O)Cc3ccccc3)C(=O)N12	8	-8	2	-4	-15	-1	4	7
COc1ccc(C(=O)N2CCC(O)(c3ccc(Cl)cc3)CC2)cc1OC	1	-5	.	-11	18	-5	0	.
CCCCN(C(=O)C1=COCCO1)c1c(N)n(Cc2ccccc2)c(=O)[nH]c1=O	.	8	0	-2	2	0	.	2
CCCNC(=O)N1CC2(CCN(Cc3nccs3)CC2)c2c([nH]c3cc(OC)ccc23)[C@@H]1CO	-1	6	.	1	.	3	-9	.

Screening data (PubChem BioAssay)
